# Screening data (PubChem BioAssay)
# DTT redox prof: compounds producing H2O2 with reducing agent – biochemical, NIH compound library profiling, artefact control for MLSCN library redox annotation, primary screen. DTT-dependent redox cycling H2O2, phenol red/HRP absorbance; 100% = 100 µM peroxide control, 0% = buffer. activation, % at 10 µM. 200,000 tested, 0.03% active;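 active = activation of at least 50% relative to the plate's high and low controls in the primary single-dose screen; inactive = activation below 50%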;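 also: compound incubated with DTT at 0.8 mM final as the reducing agent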
# HMGR II inh: inhibitors of E. faecalis class II HMGR, primary screen, biochemical, Enterococcus faecalis; HMG-CoA reductase (Enterococcus faecalis, mvaE); purified E. faecalis HMGR, NADPH absorbance 340 nm kinetic; inhibition, % at 10 µM; 190,000 tested, 0.41% active;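 active = inhibition above a set limit, the median over all tested compounds plus 3 SD, cut at about 9.5% in these data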;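 also: enzyme runs in reverse so mevalonate oxidation gives rising NADPH absorbance; 0% = complete reaction with DMSO and 100% = background rate lacking mevalonate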
# S1P3 antagonist: S1P3 receptor antagonists, primary screen, cell-based; AID 485, 2006; Sphingosine 1-phosphate receptor 3 (Homo sapiens), Q99500; inhibition, % at 4.98 µM; CHO S1P3 NFAT-BLA reporter, FRET fluorescence, antagonist mode; 170,000 tested, 0.27% active;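 active = inhibition above the plate cutoff, the mean inhibition of test wells on that plate plus 3 SD, cut at about 28% in these data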;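 also: cells challenged with S1P at its EC80 of 0.8 µM; blue over green emission ratio from cleaved BLA substrate after 4 h stimulation; 0% = S1P-stimulated wells and 100% = unstimulated DMSO-only wells; some compounds past the cut are filed as inactive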
# RAM inhibit: inhibitors of the yeast RAM network, primary screen, dse1pr::URA3 reporter, 5-FOA selection; S. cerevisiae dse1pr::URA3 reporter, 5-FOA growth OD615, 2 d; analog-sensitive cbk1-as2 kinase mutant strain; inhibition, % at 50 µM; 190,000 tested, 1.8% active; AID 868, 2007;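 active = inhibition above a set limit, 3 SD over mean compound inhibition, cut at about 8.4% in these data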;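 also: 0% = DMSO-only wells with no growth and 100% = 10 µM 1-NA-PP1 full growth; inhibition rescues growth on 5-FOA so higher OD means more RAM inhibition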
# TNAP inh hiacc: human TNAP enzyme inhibitors, primary screen, biochemical, luminescent, high phosphate acceptor level, uHTS; 200,000 tested, 0.03% active; purified TNAP, CDP-star luminescence, 1 M DEA; inhibition, % at 20 µM; Alkaline phosphatase, tissue-nonspecific isozyme (Homo sapiens), P05186;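 active = over 50% inhibition of tissue-nonspecific alkaline phosphatase at 20 µM in the single-dose screen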;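 also: plate controls were DMSO wells for no effect and EDTA-quenched wells as full inhibition for full effect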
# Target sequence (P05186 whole entry, looked up): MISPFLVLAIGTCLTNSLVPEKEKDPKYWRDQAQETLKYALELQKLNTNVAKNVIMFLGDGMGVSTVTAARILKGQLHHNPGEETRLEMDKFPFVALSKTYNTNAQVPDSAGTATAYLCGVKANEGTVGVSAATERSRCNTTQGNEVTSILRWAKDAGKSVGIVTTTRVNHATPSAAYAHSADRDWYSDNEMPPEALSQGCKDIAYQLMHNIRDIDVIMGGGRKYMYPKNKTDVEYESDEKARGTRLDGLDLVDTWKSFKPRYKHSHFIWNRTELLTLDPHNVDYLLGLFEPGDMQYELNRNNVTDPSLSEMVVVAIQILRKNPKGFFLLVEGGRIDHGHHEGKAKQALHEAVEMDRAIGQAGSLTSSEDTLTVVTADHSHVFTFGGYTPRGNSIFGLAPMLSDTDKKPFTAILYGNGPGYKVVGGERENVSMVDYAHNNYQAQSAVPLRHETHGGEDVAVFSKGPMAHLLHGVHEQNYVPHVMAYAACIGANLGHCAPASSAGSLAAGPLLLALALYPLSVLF
# PMI act: activators of human PMI, primary screen, biochemical, fluorescence intensity, near-Km mannose 6-phosphate; AID 1214, 2008; activation factor at 20 µM; 190,000 tested, 0.005% active; purified human PMI, coupled resazurin fluorescence, 20 min; stronger effect = higher value; 1 = vehicle control, 0 substrate-free wells;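 active = activation factor of 2 or more at 20 µM, relative to plate controls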
# Target sequence (P34949 whole entry, looked up): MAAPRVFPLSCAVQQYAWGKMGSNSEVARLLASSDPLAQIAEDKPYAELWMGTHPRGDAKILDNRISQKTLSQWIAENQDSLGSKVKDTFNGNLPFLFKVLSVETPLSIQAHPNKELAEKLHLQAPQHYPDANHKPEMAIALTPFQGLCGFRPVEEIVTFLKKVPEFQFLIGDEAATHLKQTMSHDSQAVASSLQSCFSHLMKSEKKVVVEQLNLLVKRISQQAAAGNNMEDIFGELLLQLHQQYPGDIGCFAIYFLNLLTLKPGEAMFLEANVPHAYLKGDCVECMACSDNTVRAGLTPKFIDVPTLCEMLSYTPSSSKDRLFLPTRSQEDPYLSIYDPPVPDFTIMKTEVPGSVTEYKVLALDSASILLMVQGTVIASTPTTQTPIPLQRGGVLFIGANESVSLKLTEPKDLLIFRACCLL
# Lmaj promast: Leishmania major promastigote growth inhibition, primary screen; Leishmania major promastigotes, resazurin fluorescence viability; inhibition, % at 10 µM; 200,000 tested, 9% active; AID 1063, 2008; in the data active = inhibition above about 50%;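 also: promastigotes grown with compound for 44 hours at 28 °C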
# Hsp70 act: Hsp70 transcriptional activators, primary screen, cell-based, HeLa, Hsp70 promoter luciferase, luminescence, 10 µM. activation, % at 10 µM. 200,000 tested, 0.04% active. HeLa Hsp70 promoter luciferase reporter; scaled: vehicle 0, proteasome-inhibitor control 100%;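 active = activation above the mean across all tested compounds plus 3 SD, cutoff set per campaign, cut at about 5.5% in these data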;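 also: 100% = MG132 at 30 µM as the positive control and 0% = DMSO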
# PMI act hi M6P: human PMI activators, high substrate, primary screen, biochemical, fluorescence intensity, near-saturating mannose 6-phosphate | activation factor at 20 µM | 190,000 tested, 0.34% active | coupled PMI enzyme assay, resazurin fluorescence, 20 min; stronger effect = higher value; 1 = untreated enzyme, 0 = substrate-free blank;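 active = activation factor of 2 or more at 20 µM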
#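 Test system: human phosphomannose isomerase with PGI, G6PDH, diaphorase coupling enzymes; amount: 15 ng/mL PMI; incubation: enzyme reaction with compound 20 min at room temperature; technique: resorufin fluorescence (Ex 544/Em 590 nm) from resazurin via diaphorase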
# TNAP inh noacc: human TNAP enzyme inhibitors, primary screen, biochemical, luminescent, no phosphate acceptor, uHTS; Alkaline phosphatase, tissue-nonspecific isozyme (Homo sapiens), P05186; 200,000 tested, 0.26% active; inhibition, % at 20 µM; purified TNAP, CDP-star luminescence, 30 min; AID 1012, 2008;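 active = tissue-nonspecific alkaline phosphatase inhibition above about 50% at 20 µM in the single-dose screen, limit read from the data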;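 also: 0% = DMSO negative control and 100% = EDTA positive control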
# Active calls of the source: *; / = no result given. No enrichment for hits. Share with any hit: about 12%.
SMILES,DTT redox prof,HMGR II inh,S1P3 antagonist,RAM inhibit,TNAP inh hiacc,PMI act,Lmaj promast,Hsp70 act,PMI act hi M6P,TNAP inh noacc
COc1ccccc1-c1csc(NC(=O)c2ccc(N3C(=O)CCC3=O)cc2)n1,-0.3,-7,11,8.0,-2,1,-4,-0.2,1,-6
CCC(=O)N1CCc2cc(S(=O)(=O)N3CCc4ccccc4C3)ccc21,0.1,-5,/,3.9,1,0.9,3,-0.2,0.9,-5
CN(C)S(=O)(=O)c1cccc(C(=O)Nc2ccccc2Cl)c1,0.1,-4,/,0.6,0,1,-7,-0.3,1,-8
CC1=CC(=O)C(C(C)C)=C/C1=N/OC(=O)c1cccc([N+](=O)[O-])c1,-0.1,-2,/,-0.3,6,1,100*,-0.2,1,-6
Cn1c(Cn2c(=O)sc3ccccc32)nnc1SCC(=O)N1CCCC1,-0.4,-4,-8,1.9,3,1,-7,-0.2,1.1,-6
CN1CCN(Cc2nc(-c3cccs3)no2)CC1c1ccccc1 (centres undefined),-0.7,-8,-7,-0.2,-2,1,14,-0.1,1,-4
Cc1ccc(CN2CCC(C(=O)NCCC(C)C)CC2)o1,-3.3,-2,0,2.9,-4,0.9,60*,-0.4,0.9,-12
CC1CN(C(=O)COC(=O)c2ccc(Cl)nc2)CC(C)O1 (centres undefined),0.4,0,-1,0.9,-2,1,-1,-0.1,0.9,-5
CC(C)CCNC(=O)C1CC(c2cccc([N+](=O)[O-])c2)=NO1 (centres undefined),-9.1,0,/,0.3,1,1,-2,-0.2,1,3
CSc1nc(N(C)C)nc(N(C)C#N)n1,-0.5,3,11,0.0,-5,1,-2,0.0,1,-3
Nc1ccccc1SCc1cn2cccnc2n1,-1.0,-6,10,1.0,-4,0.9,-4,0.0,0.9,-13
O=C(NCCCn1ccnc1)C(Cc1ccccc1)N1C(=O)c2ccccc2C1=O (centres undefined),-0.9,-6,/,0.1,-3,1,-4,0.0,0.9,-1
CCOC(=O)c1cnc(-c2ccccc2)nc1Oc1ccc(OC)cc1,-0.2,-5,-19,5.1,-2,1,7,-0.5,0.9,-5
Nc1nc(N2CCCCC2)nc(N2CCCCC2)n1,-15,2,/,-0.1,-5,0.9,7,-0.3,1,-7
Cc1c(C(=O)Nc2ccccc2)cn2c(nc3ccccc32)c1C#N,0.3,-2,-17,1.9,-2,0.9,17,-0.2,0.9,-17
O=C(Oc1ccccc1C(=O)N1CCOCC1)c1cccc(Br)c1,0.1,1,-23,-0.3,-6,1,-8,-0.5,1,-8
COc1ccc(Cl)cc1NC(=O)CN(C)CC(=O)Nc1ccc(C)cc1Br,1.3,2,-14,1.8,1,0.7,13,-0.1,0.9,-8
O=C(O)CCCN1C(=O)C2C3CC(C2C1=O)C1C(c2ccccc2)c2sc(=O)n(-c4ccccc4)c2SC31 (centres undefined),-0.2,-6,-6,7.3,-8,1.2,-11,-0.3,1.2,-10
COc1cc2c(cc1OC)CN(CC(=O)NC(=O)NCc1ccccc1)CC2,-0.5,-7,9,0.7,5,1.1,-4,-0.1,1,-1
O=C(NC(O)C(=O)c1ccccc1)c1cccs1 (centres undefined),-1.0,2,-20,0.7,-6,1.1,-6,-0.3,1.1,-18
Cc1nn(-c2ccccc2)c(N2CCCCC2)c1/C=N/NC(=O)c1ccncc1,-0.5,-1,-10,0.8,1,0.9,10,-0.5,0.9,-1
CCN(CCCNC(=O)CC1Oc2ccc(C)cc2NC1=O)Cc1ccccc1 (centres undefined),-1.3,-3,12,0.5,-4,0.8,-9,-0.2,0.8,4
CS(=O)(=O)N(CC(=O)N1CCN(c2ccccc2)CC1)C1CCCCC1,-0.1,2,-6,-0.3,-3,0.8,-4,-0.5,0.8,-9
CCc1cc(OCCN2C(=O)NC(C)(C)C2=O)ccc1Cl,0.2,0,/,0.9,-7,0.9,6,0.1,0.9,-9
COc1cc2c(cc1OC)CN(C(=O)CSc1n[nH]c(N)n1)CC2,1.7,-11,-10,1.6,0,1,-8,0.1,0.9,-3
O=C(COC(=O)c1cc2ccccc2cc1O)NC(=O)NCc1ccco1,-2.3,2,-1,2.7,-4,1.1,-9,0.0,1,-15
Nc1cc(S(=O)(=O)N2CCCCC2)ccc1Oc1ccccc1,-0.1,2,5,3.9,-3,0.8,-6,-0.5,0.8,-8
CCOC(=O)c1c(-c2ccc(C)cc2C)csc1NC(=O)CSc1nnnn1C,-0.6,-12,7,5.2,-9,0.8,26,-0.4,0.8,-11
COc1cc(/C=N/NC(=O)c2cccc([N+](=O)[O-])c2)ccc1OC(=O)c1ccco1,0.0,-2,6,3.2,0,1,3,-0.1,1,-15
Cc1nc(N2CCC(C)CC2)c2c(C)c(C(=O)Nc3ccc(C)c(F)c3)sc2n1,-0.7,0,0,0.4,-4,0.9,11,-0.1,1,-8
CCOC(=O)c1c(C)c(C(=O)N2CCCCCC2)c(C)n1CC,-1.1,2,22,2.0,-1,0.9,-2,-0.4,0.9,-10
O=C(C(c1ccccc1)c1ccccc1)N1CCN(Cc2ccccn2)CC1,-2.4,-3,-15,3.6,-1,0.8,-7,0.0,0.9,-9
COc1ccc(C2SCC(C(=O)O)N2C(C)=O)cc1 (centres undefined),0.6,-7,/,-0.1,0,1.1,-5,-0.1,1.1,-1
O=C(COC(=O)CCCOc1ccc(Cl)cc1Cl)NCc1ccc(F)cc1,0.3,-13,-23,8.1,-4,0.9,-4,-0.1,0.9,-29
c1ccc2c(c1)OCC(c1csc3ncnc(N4CCCCC4)c13)O2 (centres undefined),0.5,-4,/,1.4,0,0.9,6,2.1,1,-1
Nc1ccc(Br)cc1-c1nc2ccccc2[nH]c1=O,-1.7,-6,19,6.5,-3,0.9,9,0.1,0.9,-2
CC(C)N=C(NS(=O)(=O)NC(=O)c1ccccc1)c1ccccc1,0.1,-3,-25,0.4,0,1.2,1,-0.2,1.1,-11
O=C1CC(=O)N(CCNc2ncc(C(F)(F)F)cc2Cl)C(=O)N1,1.8,-1,/,0.7,0,0.9,-4,-0.3,1,-3
CCOC(=O)Nc1ccc2c(c1)N(C(=O)N1CCN(C)CC1)c1ccccc1S2,-1.7,3,13,0.1,-2,1,84*,-0.1,1,-2
O=C(COC(=O)c1ccc(S(=O)(=O)NCc2ccco2)cc1)Nc1ncc(Cl)cc1Cl,0.2,0,-16,4.0,-4,1,25,-0.4,1,-9

# Sorted by the number under TNAP inh hiacc (low to high): four of the compounds above.
canonical_smiles	TNAP inh hiacc
O=C(COC(=O)CCCOc1ccc(Cl)cc1Cl)NCc1ccc(F)cc1	-4
Nc1cc(S(=O)(=O)N2CCCCC2)ccc1Oc1ccccc1	-3
O=C1CC(=O)N(CCNc2ncc(C(F)(F)F)cc2Cl)C(=O)N1	0
Cc1nn(-c2ccccc2)c(N2CCCCC2)c1/C=N/NC(=O)c1ccncc1	1

# Additional records:
SMILES,DTT redox prof,HMGR II inh,S1P3 antagonist,RAM inhibit,TNAP inh hiacc,PMI act,Lmaj promast,Hsp70 act,PMI act hi M6P,TNAP inh noacc
CC(c1ccco1)N(C(=O)COc1ccc(Cl)cc1Cl)c1ccccn1 (centres undefined),2.3,-4,/,-0.7,-2,1,28,0.4,1,1
O=C(NC(=S)Nc1cc(S(=O)(=O)N2CCOCC2)ccc1N1CCOCC1)C1CCCC1,-0.2,3,-3,2.1,3,1,10,-0.3,1.1,4
N#Cc1ncc(-c2ccc3c(c2)OCCOCCOCCOCCOCCO3)nc1C#N,-0.3,3,27,-0.3,2,1,96*,-0.4,1,-3
Nc1nc(SCc2ccccc2Cl)ns1,1.5,13*,/,-0.7,-2,0.9,-2,-0.2,0.9,-7
COc1ccc(C(CNC(=O)/C=C/c2c(Cl)nc3ccccn23)N(C)C)cc1 (centres undefined),-1.7,-2,-13,1.2,3,1.2,21,-0.4,1,2
O=C(NCc1ccccc1)c1cc(-c2ccco2)on1,1.0,2,-12,1.6,-2,0.9,1,0.4,1,-9
C/C(N)=C(/C#N)C(=O)COC(=O)CNS(=O)(=O)c1ccc(C)cc1,-1.6,-4,-22,-1.0,1,1,-3,0.1,1.1,-38
COC(=O)c1c(N2C(=O)[C@H]3[C@@H](C2=O)[C@]2(C(=O)Nc4ccccc42)N2CCC[C@@H]32)sc(C)c1C,-0.6,-3,-16,6.7,2,1,10,-0.4,0.9,12
COc1cc(/C=N/NC(=O)c2[nH]nc3c2CCc2ccccc2-3)ccc1O,3.2,-5,10,1.7,-5,1,14,-0.2,0.8,66*
CCCOc1ccc(C(=O)C(CCC(CNCC)C(=O)c2ccc(OCCC)cc2)CNCC)cc1 (centres undefined),0.0,-3,10,-1.0,-2,1,100*,-0.4,1.1,3
CN(C)CCN(Cc1cccs1)c1ccccn1,-1.3,-3,-8,2.1,-2,1,-2,-0.3,1,-8
CCOC(=O)c1sc(-c2ccccn2)nc1C,0.0,6,2,-0.1,-4,1.1,-6,1.4,1.1,-2

# Limited to PMI act hi M6P and RAM inhibit (2 entries from above):
molecule | PMI act hi M6P | RAM inhibit
O=C(NCCCn1ccnc1)C(Cc1ccccc1)N1C(=O)c2ccccc2C1=O (centres undefined) | 0.9 | 0.1
O=C1CC(=O)N(CCNc2ncc(C(F)(F)F)cc2Cl)C(=O)N1 | 1 | 0.7

# Entries of single compounds, quoted from the list:
# CCCOc1ccc(C(=O)C(CCC(CNCC)C(=O)c2ccc(OCCC)cc2)CNCC)cc1 (centres undefined) across the screens: DTT redox prof = 0.0; HMGR II inh = -3; S1P3 antagonist = 10; RAM inhibit = -1.0; TNAP inh hiacc = -2; PMI act = 1; Lmaj promast = 100*; Hsp70 act = -0.4; PMI act hi M6P = 1.1; TNAP inh noacc = 3
# C/C(N)=C(/C#N)C(=O)COC(=O)CNS(=O)(=O)c1ccc(C)cc1 across the screens: DTT redox prof = -1.6; HMGR II inh = -4; S1P3 antagonist = -22; RAM inhibit = -1.0; TNAP inh hiacc = 1; PMI act = 1; Lmaj promast = -3; Hsp70 act = 0.1; PMI act hi M6P = 1.1; TNAP inh noacc = -38
